Coupling enz: inhibits coupling enzyme system, counter-screen for aldolase hits | 290,000 tested, 0.67% active | coupling enzyme system counterscreen, AmpLite Red fluorescence | AID 2472 | activity change, negative = inhibition, % at 58.2 µM, hits read low; in the data active = activity change below about -30%
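Counterscreen lacking aldolase: glyceraldehyde-3-phosphate coupling-enzyme reagent preincubated 10 min at RT with compound (at 57.5 uM final), then substrate/coupling system with AmpLite Red added; fluorescence read at 525/598 nm after 20 min RT.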
BCR signal inh: blocks chronic active B-cell receptor signaling; ABC-DLBCL IkBa-CBG/CBR reporter, luminescence ratio, 4 h; Potency, µM (series often up to 46.1 µM), inactives show at the highest dose ratio change, negative = lower green/red ratio, most hits filed as inhibitors; 340,000 tested, 0.05% active; active = well fitted inhibition curve with a large enough effect in the signal ratio, with a control signal flat, not every such curve was filed as active; inconclusive = small, poorly fitted or top-dose-only effect, or effect the other way, or a change in a side signal; the % refers to the signal ratio;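 note: potency is the fitted concentration of half-maximal effect; plate controls were basal doxycycline-induced cells for no effect and cells given 10 µM MG132 for full effect; MG132 reads +100%, hits lower the ratio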
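Cell line TMD8 (human ABC DLBCL), stably expressing tet-inducible CBG68-IkBa fusion and CBR; IMDM/0.5% FBS; cpd up to 46 uM; dox induction, 4 h, 37C/5% CO2; dual luminescence; green/red ratio; MG132 control.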
Eya2 phos inh: inhibitors of human Eya2 phosphatase activity; O00167; recombinant Eya2, OMFP fluorescence dephosphorylation (OMFP is methylfluorescein phosphate); Potency, µM (highest dose often 76.9 µM), without a hit: at the highest dose activity, negative = inhibition, actives largely listed as inhibitors; 330,000 tested, 0.006% active; note: potency is the fitted concentration of half-maximal effect
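Eya2 protein (added as 0.2 uM solution) was preincubated with compound for 10 min at ambient temperature in 50 mM HEPES pH 7.5, 50 mM NaCl, 5 uM MgCl2, 0.05% BSA, 1 mM DTT. OMFP (added at 50 uM) then reacted 10 min; fluorescence read at 485/525 nm.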
uPA generation: cell surface uPA generation inhibition; cell surface uPA generation assay, qHTS; Potency, µM (series often up to 38.3 µM), without a hit: at the highest dose activity change, negative = inhibition, usual class: inhibitors; 330,000 tested, 0.31% active; active = well fitted inhibition curve with a large enough effect; inconclusive = small, poorly fitted or top-dose-only effect; inactive = no such curve, though single readings can be large or run the other way; tested in mouse RAW 264.7 cells; note: potency is the fitted concentration of half-maximal effect; nearly all actives have a fitted effect of over 55% in size
Giardia killer: Giardia lamblia killing; Giardia lamblia trophozoite viability; activity change, % at 7.66 µM, hits read low; 340,000 tested, 0.15% active; AID 540267; in the data active = activity change below about -80%; inconclusive = between about -30% and that limit;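 note: parasites exposed to compound for two days anaerobically before the ATP read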
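Compounds were tested on trophozoites seeded at 100 cells/well and held 48 hrs at 37 deg C anaerobically. An ATP-based luminescent kit measured the remaining live cells.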
B2AR arrestin: beta2AR (human) beta-arrestin recruitment activity | P07550 | beta-arrestin recruitment to beta2AR, cell-based reporter | Potency, µM (series often up to 46.1 µM), without a hit: at the highest dose activation, most hits filed as activators | 330,000 tested, 0.02% active | AID 492947;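 note: potency is the fitted concentration of half-maximal effect; 0% = DMSO controls and full agonism = EC100 isoproterenol or metaproterenol; nearly all actives have a fitted effect of over 65% in size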
Target sequence (P07550 whole entry, looked up): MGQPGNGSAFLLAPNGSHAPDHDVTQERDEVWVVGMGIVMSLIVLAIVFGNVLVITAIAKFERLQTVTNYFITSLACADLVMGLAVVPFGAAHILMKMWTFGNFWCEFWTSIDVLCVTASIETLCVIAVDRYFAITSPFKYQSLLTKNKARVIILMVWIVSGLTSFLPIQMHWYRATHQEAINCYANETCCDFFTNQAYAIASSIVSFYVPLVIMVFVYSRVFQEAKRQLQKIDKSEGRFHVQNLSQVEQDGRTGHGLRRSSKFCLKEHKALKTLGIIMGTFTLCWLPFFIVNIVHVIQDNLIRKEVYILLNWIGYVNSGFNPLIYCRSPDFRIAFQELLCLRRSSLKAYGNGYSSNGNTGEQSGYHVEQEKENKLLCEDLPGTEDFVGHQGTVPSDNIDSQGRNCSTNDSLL
PKM2 act: activators of human pyruvate kinase M2. P14618. purified PKM2, Kinase-Glo ATP luminescence, activation; response scale: 0% is enzyme alone, no compound. Potency, µM (series often up to 57.5 µM), without a hit: top-dose activation, hits mostly activators. 260,000 tested, 0.34% active; note: potency is the fitted concentration of half-maximal effect; nearly all actives have a fitted effect of over 55% in size
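Purified hPK-M2 (>95%) run at intermediate activity with 0.1 mM ADP and 0.5 mM PEP in 50 mM imidazole pH 7.2, KCl, MgCl2; 1 h room temperature. ATP formed read by Kinase-Glo luminescence; normalized to uninhibited and no-enzyme controls.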
KCNH2 3.1 inh: blocks the human KCNH2 3.1 channel isoform. U2OS KCNH2 3.1, thallium flux FluxOr; hits give low values. activity change, % (tested at about 1.8 µM). 340,000 tested, 0.95% active;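 active = maximum activity change below -70%; inconclusive = maximum activity change from -70% to -50%; inactive = maximum activity change above -50%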;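 note: thallium influx rate constant from kinetic fluorescence after stimulation buffer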
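U2OS cells transduced with KCNH2 3.1 mutant virus (1.77 x 10^8 /mL, 4 h), plated overnight at 37 C, loaded 45 min with FluxOr dye plus Red40 quencher. Thallium flux rate constant from kinetic reads after stimulation buffer, normalised to controls.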
hERG WT inh: KCNH2 (human, wildtype) channel inhibition | Q12809 | AID 720551 | U2OS, BacMam KCNH2, thallium flux FluxOr; hits give low values | activity change, % at 1.84 µM | 340,000 tested, 0.37% active;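 active = maximum activity change below -70%; inconclusive = maximum activity change between -70% and -50%; inactive = maximum activity change above -50%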
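U2OS cells transduced with wild-type KCNH2 virus are loaded with FluxOr dye for 45 min, and thallium flux is measured in kinetic reads before and after stimulation buffer. Rate constants are normalized to DMSO controls.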
GALK inhibitor: inhibitors of human galactokinase | P51570 | 270,000 tested, 0.007% active | Potency, µM (titrated, usually from 57.5 µM), for the others: at the highest dose activity change, negative = inhibition, usual class: inhibitors | Purified GALK, Kinase-Glo residual ATP luminescence; note: potency is the fitted concentration of half-maximal effect
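The enzyme phosphorylates galactose (100 uM) using ATP (35 uM); inhibition is detected as higher residual ATP, quantified by bioluminescence after 1 h reaction at room temperature, pH 8.0.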
USP2a block: inhibitors of human ubiquitin-specific protease USP2a | USP2 core, Ub-CHOP2 coupled fluorogenic reporter, 485/531 | Potency, µM (doses to about 38.3 µM), for inactives: at the highest dose activity change, negative = inhibition, hits mostly inhibitors | 330,000 tested, 0.01% active | AID 463254;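 note: potency is the fitted concentration of half-maximal effect; plate controls were DMSO wells for no effect and full inhibition by NEM control for full effect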
Target sequence (O75604 whole entry, looked up): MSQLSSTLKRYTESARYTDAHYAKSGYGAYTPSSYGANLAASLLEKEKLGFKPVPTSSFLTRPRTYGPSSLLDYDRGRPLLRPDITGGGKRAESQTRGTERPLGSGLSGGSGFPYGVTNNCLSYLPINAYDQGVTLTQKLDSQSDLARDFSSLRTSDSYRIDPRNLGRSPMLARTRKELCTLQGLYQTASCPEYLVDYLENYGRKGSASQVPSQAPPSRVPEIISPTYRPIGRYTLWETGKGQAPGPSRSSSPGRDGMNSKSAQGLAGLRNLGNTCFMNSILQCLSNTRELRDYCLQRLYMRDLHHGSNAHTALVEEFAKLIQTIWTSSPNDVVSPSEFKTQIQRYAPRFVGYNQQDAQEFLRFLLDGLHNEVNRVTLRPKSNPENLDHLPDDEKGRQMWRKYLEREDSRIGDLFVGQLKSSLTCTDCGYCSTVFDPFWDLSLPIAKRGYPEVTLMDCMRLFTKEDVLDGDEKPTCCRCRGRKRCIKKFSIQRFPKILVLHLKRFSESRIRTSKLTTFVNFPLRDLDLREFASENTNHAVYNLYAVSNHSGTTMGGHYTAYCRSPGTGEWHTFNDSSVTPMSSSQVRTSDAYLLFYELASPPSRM
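USP2 core (10nM final) preincubated 30min RT with compound in 20mM Tris-HCl pH 8.0, 2mM CaCl2, 2mM beta-mercaptoethanol, 0.05% CHAPS; 25nM Ub-CHOP2 plus 25nM reporter substrate added, fluorescence (Ex485/Em531) read after 60min.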
An asterisk follows results filed as active; u = inconclusive; x = no result given; & = joins results of further samples; [ ] = dose if it differs, or a comment. Unless noted, calls come from the whole dose curve; as a rule, active = well fitted curve in the direction sought with a large enough effect; inconclusive = small, poorly fitted or top-dose-only effect, or another doubt; inactive = no such curve, though single readings can be large; an effect the other way counts as inactive or inconclusive. Unless noted, % is set by controls: 0 for no effect and ±100 for the full control effect.

entry	compound	Coupling enz	BCR signal inh	Eya2 phos inh	uPA generation	Giardia killer	B2AR arrestin
1	CC(C)C[C@H](NC(=O)[C@@H]1Cc2ccccc2CN1C(=O)OC(C)(C)C)C(=O)NCC1CCC(C(=O)O)CC1 (stereo partly specified)	1	u	12%	1%	-15	0.5%
2	COc1ccc2c(c1)CCc1c(C(=O)NCc3ccc(F)cc3)noc1-2	-1	0%	6%	8%	-10	0.0%
3	COCCn1nnnc1CN1CCSCC1	0	7%	8%	-4%	-23	-0.2%
4	Cc1cccc(-n2c(=O)cc(N3CCN(c4ccc(F)cc4)CC3)[nH]c2=O)c1	3	5%	-7%	-1%	-9	-0.5%
5	COc1ccc(Cl)cc1NC(=O)CN(C)CC(=O)Nc1ccccc1C(F)(F)F	2	-10%	0%	-6%	17	-0.2%
6	CCN(c1ccccc1)S(=O)(=O)c1ccc(N)c(OC)c1	12	u	-28%	-11%	10	-0.4%
7	CC(=O)OCc1nc2sc(C)c(C)c2c(=O)[nH]1	2	10%	-1%	3%	1	0.5%
8	O=C(N/N=C/c1ccc(F)cc1)c1cc(-c2ccccn2)nc2ccccc12	x	0%	10%	u	11	0.2%
9	CCOc1ccc(CN(C)C(=O)c2ccc(S(=O)(=O)N(C)c3ccccc3OC)cc2)cc1	x	-9%	-11%	-10%	9	0.1%
10	CN(C(=O)CSc1nc2sc3c(c2c(=O)n1C)CCC3)C1CCS(=O)(=O)C1 (stereo unspecified)	x	-3%	-2%	-1%	9	0.0%
11	CC1(C)CN(c2ccc(C(=O)c3ccccc3)cc2)C1=O	-5	10%	11%	-3%	-7	0.2%
12	C[N+]1(C)CCC(=C2c3ccccc3CC(=O)c3sccc32)CC1	x	-6%	-7%	x	1	-0.4%

entry	PKM2 act	KCNH2 3.1 inh	hERG WT inh	GALK inhibitor	USP2a block
1	-9%	7	-9	-2%	4%
2	-12%	-8	6	-3%	0%
3	4%	11	-9	-1%	3%
4	-5%	-1	-3	-4%	3%
5	-2%	-9	-1	-3%	4%
6	-10%	5	3	-2%	0%
7	-6%	1	0	0%	0%
8	x	-33	14	x	0%
9	x	-18	-8	x	-11%
10	x	0	-9	x	-2%
11	0%	-11	-8	0%	3%
12	0%	-4	20	-4%	13%

Going on with the list:
entry	compound	Coupling enz	BCR signal inh	Eya2 phos inh	uPA generation	Giardia killer	B2AR arrestin
13	O=C(COc1ccccc1)NCC1(N2CCCCC2)CCCCC1	5	-9%	-6%	3%	2	0.1%
14	CCCCN(C)C(=O)CS(=O)(=O)Cc1nc(-c2cccc(OC)c2)oc1C	4	2%	1%	18%	-4	0.1%
15	COc1ccc(CCN2CC(C(=O)NCCc3ccc(C)cc3)CC2=O)cc1OC (stereo unspecified)	3	-2%&-1%	7%	-2%	5	-0.8%
16	Cc1nn(-c2ccccc2)c(-c2ccccc2)c1C(=O)O	2	-15%	-5%	6%	-6	0.0%
17	Cc1cccc(CSc2nc3c(c(-c4cccs4)c2C#N)CN(C)CC3)c1	-7	u	-7%	6%	-11	0.2%
18	O=C(COC(=O)c1nc(Cl)ccc1Cl)Nc1ccc(Cl)cc1	x	-4%	15%	-3%	-10	-0.4%
19	Cn1cc(CC(=O)Nc2cccc(C#N)c2)c2ccccc21	2	-6%	2%	1%	7	-0.1%
20	O=C(c1ccc2c(=O)n(Cc3ccc(Cl)cc3)c(=S)[nH]c2c1)N1CCOCC1	0	u	-4%	-5%	12	-0.2%
21	COc1cc(NCc2ccccc2)c2ncn(Cc3ccccc3)c2c1	x	-3%	7%	-27%	37[activator]	-1.0%
22	CSc1ccccc1NC(=O)c1c(Br)cnn1C	0	-11%	11%	3%	-25	-0.3%
23	CN(C)C(CNC(=O)c1ccc2nc[nH]c2c1)c1ccccc1 (stereo unspecified)	1	2%	-6%	12%	-6	0.2%
24	CCOC(=O)c1cc(S(=O)(=O)N2CCN(C3CCCCC3)CC2)cn1C	0	1%	7%	0%	5	0.0%

entry	PKM2 act	KCNH2 3.1 inh	hERG WT inh	GALK inhibitor	USP2a block
13	-4%	8	-27	-1%	2%
14	0%	-2	0	-2%	2%
15	-5%	-19	0	0%	-1%
16	-4%	-2	2	5%	1%
17	10%	-8	-11	1%	6%
18	x	-2	2	x	-1%
19	-6%	-17	11	-2%	2%
20	x	4	-1	-5%	2%
21	x	-4	-2	x	-11%
22	4%	3	-5	0%	-1%
23	0%	2	-3	11%	-3%
24	x	1	0	1%	6%

(further entries)
entry	compound	Coupling enz	BCR signal inh	Eya2 phos inh	uPA generation	Giardia killer	B2AR arrestin
25	CCc1ccc(N2CC(C(=O)Nc3cc(C)on3)CC2=O)cc1 (stereo unspecified)	1	u	13%	1%	-1	-0.7%
26	O=C(NN1C(=O)C2C3C=CC([C@@H]2C1=O)C31CC1)c1ccccc1 (stereo partly specified)	3	0%	4%	20%	-9	-1.1%
27	COc1ccc(C(=O)COc2ccc3c(C)cc(=O)oc3c2)cc1	-1	0%	9%	12%	-22	-0.1%
28	CC1CCCN(C(=S)Nc2ccc(Nc3ccccc3)cc2)C1 (stereo unspecified)	6	1%	-8%	1%	-26	0.0%
29	COc1ccc(OC)c(NC(=S)N2c3ccccc3CC2C)c1 (stereo unspecified)	x	5%	-6%	-2%	3	0.0%
30	CC1CCCN(Cc2nc3c(c(=O)n(C)c(=O)n3C)n2Cc2c(F)cccc2Cl)C1 (stereo unspecified)	3	13%	-4%	0%	30	0.4%
31	CNC(=S)N/N=C/c1ccc(-c2ccc(Cl)c([N+](=O)[O-])c2)o1	1	6%	1%	-7%	0	-0.2%
32	CCC(=O)N1CCc2cc(S(=O)(=O)N3CCN(c4ccccc4)CC3)ccc21	x	2%	-1%	8%	-21	0.1%

entry	PKM2 act	KCNH2 3.1 inh	hERG WT inh	GALK inhibitor	USP2a block
25	3%	9	7	0%	10%
26	-2%	-17	-15	0%	12%
27	2%	-17	-7	2%	-1%
28	3%	-28	5	-1%	1%
29	7%	-2	6	-3%	2%
30	-1%	15	-1	0%	1%
31	-6%	12	-2	5%	-6%
32	x	-7	-17	0%	-4%

Reformatted as labelled records: part of the list above
(17) Cc1cccc(CSc2nc3c(c(-c4cccs4)c2C#N)CN(C)CC3)c1
  Coupling enz: -7	BCR signal inh: u	Eya2 phos inh: -7%	uPA generation: 6%	Giardia killer: -11	B2AR arrestin: 0.2%	PKM2 act: 10%	KCNH2 3.1 inh: -8	hERG WT inh: -11	GALK inhibitor: 1%	USP2a block: 6%

(14) CCCCN(C)C(=O)CS(=O)(=O)Cc1nc(-c2cccc(OC)c2)oc1C
  Coupling enz: 4	BCR signal inh: 2%	Eya2 phos inh: 1%	uPA generation: 18%	Giardia killer: -4	B2AR arrestin: 0.1%	PKM2 act: 0%	KCNH2 3.1 inh: -2	hERG WT inh: 0	GALK inhibitor: -2%	USP2a block: 2%

(18) O=C(COC(=O)c1nc(Cl)ccc1Cl)Nc1ccc(Cl)cc1
  Coupling enz: x	BCR signal inh: -4%	Eya2 phos inh: 15%	uPA generation: -3%	Giardia killer: -10	B2AR arrestin: -0.4%	PKM2 act: x	KCNH2 3.1 inh: -2	hERG WT inh: 2	GALK inhibitor: x	USP2a block: -1%

(5) COc1ccc(Cl)cc1NC(=O)CN(C)CC(=O)Nc1ccccc1C(F)(F)F
  Coupling enz: 2	BCR signal inh: -10%	Eya2 phos inh: 0%	uPA generation: -6%	Giardia killer: 17	B2AR arrestin: -0.2%	PKM2 act: -2%	KCNH2 3.1 inh: -9	hERG WT inh: -1	GALK inhibitor: -3%	USP2a block: 4%

Screening data deposited in PubChem BioAssay by National Center for Advancing Translational Sciences (NCATS).
